ASM inhibitor: human S-ASM enzyme inhibition | P17405 | placental ASM, HMU-PC fluorogenic substrate, 60 min | Potency, µM (titrated, usually from 57.5 µM), inactives show at the top dose activity change, negative = inhibition, hits mostly inhibitors | 340,000 tested, 0.006% active | AID 504937; also: potency is read from the fitted curve at half-maximal effect
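Steps: dispense placental human ASM, pin compound, wait 10 min at room temperature, add HMU-PC0 substrate at 9 uM final, incubate 60 min at 37 °C, add stop solution raising pH to 10, read fluorescence.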
MBNL1-CUG inh: blocks human MBNL1 binding to CUG repeat RNA; TR-FRET MBNL1-His/biotin-(CUG)12 binding, 665/545 ratio; 280,000 tested, 0.036% active; Potency, µM (top dose mostly 57.5 µM), for inactives: at the highest dose activity change, negative = inhibition, most hits filed as inhibitors; Q9NR56; active = well fitted inhibition curve with a large enough effect in the signal ratio, with a control signal flat, not every such curve was filed as active; inconclusive = small, poorly fitted or top-dose-only effect, or effect the other way, or a change in a side signal; inactive = no such curve, though single readings can be large or run the other way; the % refers to the signal ratio; also: potency is read from the fitted curve at half-maximal effect; % is scaled to controls: 0 for no effect and ±100 for the full control effect
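Compound titration spanned 92 nM–58 uM against the MBNL1-His/biotin-(CUG)12 complex. After 60 min at room temperature with 5 nM streptavidin-XL665 and 0.055 ng/ul terbium anti-His, ratiometric 665/545 nm emission (Ex 340 nm) normalized to controls.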
TCR act: activators of T cell receptors | primary human leukocytes, anti-CD3, IL-2 HTRF, 48 h | 330,000 tested, under 10 active | Potency, µM (titrated, usually from 9.22 µM), inactives show top-dose activation of IL-2 secretion, most hits filed as activators; also: % of control where 0% means no effect
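IL-2 produced over 48 hr by a-CD3 bead-stimulated primary human leukocytes exposed to compounds was detected with a homogeneous time-resolved FRET immunoassay, 665nm acceptor signal after 320nm excitation.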
MLL CXXC-DNA inh: MLL CXXC-DNA interaction inhibition; Q03164; MLL-CXXC / FITC-HOXA9 DNA fluorescence polarization; Potency, µM (titrated, usually from 115 µM), inactives show at the highest dose activity change, negative = inhibition, actives largely listed as inhibitors; 290,000 tested, 0.037% active; AID 2662; active = well fitted inhibition curve with a large enough effect in the polarisation, with a control signal flat, not every such curve was filed as active; inconclusive = small, poorly fitted or top-dose-only effect, or effect the other way, or a change in a side signal; inactive = no such curve, though single readings can be large or run the other way; the % refers to the polarisation; also: potency is read from the fitted curve at half-maximal effect
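Fluorescence polarization: 7 uM MLL-CXXC (stock) preincubated 5 min with compounds, then 50 nM fluorescein-HOX-A9 DNA (stock) added; 30 min ambient. Buffer 50 mM Tris-HCl pH 7.5, 50 mM NaCl, 1 mM DTT, 0.05% BSA.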
AT treatment: potential ataxia-telangiectasia treatments restoring KAP-1 phosphorylation. […] A-T fibroblasts, KAP-1 phosphorylation AlphaLISA; neocarzinostatin DNA damage 30 min before lysis. Potency, µM (highest dose often 57.5 µM), for the others: top-dose activation, actives largely listed as activators. 320,000 tested, 0.19% active; also: potency is read from the fitted curve at half-maximal effect; % of control where 0% means no effect; nearly all actives have a fitted effect of over 45% in size
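hTERT-immortalized A-T patient fibroblasts ([…]), 500 cells/well in OPTI-MEM, 1% FBS, got compounds for 60 min, then NCS for 30 min at 37C. Lysates were then assayed for phospho-KAP-1 by AlphaLISA (anti-pKAP1 donor, anti-KAP1 acceptor beads), 6 hr at 25C.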
PTAP TSG101 blk: blocks PTAP/TSG101 interaction to inhibit HIV-1 budding | Fluorescence polarization, FITC-PTAP peptide / Tsg101 binding | 340,000 tested, under 10 active | Q99816 | Potency, µM (titrated, usually from 115 µM), for the others: at the top dose activity change, negative = inhibition, hits mostly inhibitors | AID 493005; active = well fitted inhibition curve with a large enough effect in the main read-out, with a control signal flat, not every such curve was filed as active; inconclusive = small, poorly fitted or top-dose-only effect, or effect the other way, or a change in a side signal; inactive = no such curve, though single readings can be large or run the other way; also: potency is read from the fitted curve at half-maximal effect; % of control where 0% means no effect
Target sequence (Q99816 whole entry, looked up): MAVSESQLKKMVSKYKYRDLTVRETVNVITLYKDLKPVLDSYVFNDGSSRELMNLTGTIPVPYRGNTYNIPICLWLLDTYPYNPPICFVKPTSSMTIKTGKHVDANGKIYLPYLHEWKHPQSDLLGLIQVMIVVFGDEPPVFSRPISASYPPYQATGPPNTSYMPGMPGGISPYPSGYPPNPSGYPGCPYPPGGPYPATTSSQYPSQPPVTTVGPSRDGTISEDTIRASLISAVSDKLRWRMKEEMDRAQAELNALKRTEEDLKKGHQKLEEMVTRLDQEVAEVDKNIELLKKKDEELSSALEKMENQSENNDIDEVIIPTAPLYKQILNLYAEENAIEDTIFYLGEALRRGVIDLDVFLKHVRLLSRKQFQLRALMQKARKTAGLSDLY
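Fluorescence polarization binding of Tsg101 binding domain (10 uM final) to FITC-labeled PTAP peptide (50 nM final) in HEPES pH 7.5 buffer with NaCl, Tween 20, EDTA, TCEP. Compounds added before peptide; binding 20 min at RT.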
a7 integrin act: integrin-mediated muscular dystrophy alleviation activation. alpha7betagal myoblasts, beta-gal FDG fluorescence, 48 h. Potency, µM (series often up to 38.3 µM), without a hit: at the highest dose activation, usual class: activators. 350,000 tested, 0.064% active. AID 624291;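 also: potency is read from the fitted curve at half-maximal effect; 100% = response of the positive control SU9516; nearly all actives have a fitted effect of over 60% in size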
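Alpha7betagal+/- myoblasts (passage 13) were plated 16-24 hr, then exposed to compounds (1:260 dilution of DMSO stock) for 48 hours at 37C. After MPER lysis, β-galactosidase reporter activity was read as FDG fluorescence (ex 480/em 540) after 30 minutes.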
TSHR antag: human thyrotropin receptor antagonism; P16473; TSHR-expressing cells, TSH-stimulated cAMP HTRF, 2 h; stronger effect = lower value; activity change, negative = inhibition, % at 11.5 µM; 330,000 tested, 0.2% active; AID 504810;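 active = activity change below a set negative limit, meaning inhibition stronger than a set level, cut at about -70% in these data; inconclusive = activity change between two set negative limits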; also: % is scaled to controls: 0 for no effect and ±100 for the full control effect
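Antagonism was scored as loss of TSH-driven cAMP in TSHR cells, stimulated with 4nM TSH (EC80) for 2 hours at 37 deg C and detected by homogeneous HTRF competition immunoassay.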
Menin MLL FP TR: inhibitors of human menin-MLL interaction, mutant MLL peptide | Menin + Texas Red MLL mutant peptide, fluorescence polarization | O00255 | 270,000 tested, 0.23% active | Potency, µM (doses to about 61.6 µM), for the others: at the top dose FP activity change, negative = inhibition, usual class: inhibitors; active = well fitted inhibition curve with a large enough effect in the polarisation, with a control signal flat, not every such curve was filed as active; inconclusive = small, poorly fitted or top-dose-only effect, or effect the other way, or a change in a side signal; inactive = no such curve, though single readings can be large or run the other way; the % refers to the polarisation; also: potency is read from the fitted curve at half-maximal effect; % of control where 0% means no effect; many of its hits are not listed in these tables
Target sequence (O00255 whole entry, looked up): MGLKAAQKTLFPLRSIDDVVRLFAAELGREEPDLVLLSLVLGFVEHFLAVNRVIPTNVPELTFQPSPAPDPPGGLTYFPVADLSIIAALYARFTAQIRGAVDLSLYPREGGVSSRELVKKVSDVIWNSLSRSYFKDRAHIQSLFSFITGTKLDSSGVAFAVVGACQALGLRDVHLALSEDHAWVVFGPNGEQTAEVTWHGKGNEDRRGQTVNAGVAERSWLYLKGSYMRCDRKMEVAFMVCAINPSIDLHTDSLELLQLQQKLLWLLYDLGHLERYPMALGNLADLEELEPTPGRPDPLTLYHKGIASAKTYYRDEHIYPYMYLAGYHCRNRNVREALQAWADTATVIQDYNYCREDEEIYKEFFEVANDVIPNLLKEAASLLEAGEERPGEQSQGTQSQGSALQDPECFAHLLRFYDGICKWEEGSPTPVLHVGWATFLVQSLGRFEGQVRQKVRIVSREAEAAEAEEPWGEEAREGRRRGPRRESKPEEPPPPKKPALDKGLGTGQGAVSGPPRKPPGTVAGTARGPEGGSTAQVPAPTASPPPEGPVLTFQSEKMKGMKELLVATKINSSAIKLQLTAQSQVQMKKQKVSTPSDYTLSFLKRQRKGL
Mito fusion yeast: mitochondrial division inhibition or fusion activation; S. cerevisiae fusion-defective mutant growth rescue, CellTiterGlo 48 h; Potency, µM (highest dose often 46.1 µM), inactives show top-dose growth rescue (activation), most hits filed as activators; 320,000 tested, 0.23% active;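 also: potency is read from the fitted curve at half-maximal effect; % of control where 0% means no effect; nearly all actives have a fitted effect of over 45% in size; temperature-sensitive fusion mutants such as fzo1-1 at 37 °C on non-fermentable ethanol glycerol medium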
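Temperature-sensitive fusion-defective S. cerevisiae (e.g. fzo1-1, mgm1-5) were grown with compound in YPEG medium (3% ethanol, 3% glycerol) for 48 hours at 37C. Growth rescue was measured as viability by CellTiterGlo luminescence after 10 minutes at ambient.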
Numbers without * were called inactive; ? = inconclusive; · = not tested or not shown; [ ] = dose if it differs, or a comment. Unless noted, calls follow the shape of the dose curve; as a rule, active = well fitted curve in the direction sought with a large enough effect; inconclusive = small, poorly fitted or top-dose-only effect, or another doubt; inactive = no such curve, though single readings can be large; an effect the other way counts as inactive or inconclusive. A portion of the library (hit frequency here may not be typical).

SMILES	ASM inhibitor	MBNL1-CUG inh	TCR act	MLL CXXC-DNA inh	AT treatment	PTAP TSG101 blk	a7 integrin act	TSHR antag	Menin MLL FP TR	Mito fusion yeast
CC1(c2nnc(-c3cccc(Cl)c3)o2)CC(c2cccc([N+](=O)[O-])c2)=NO1 (configuration not stated)	-1%	16%	4%	-2%	9%	-5%	-8%	-1	26%	0%
CCc1ccc2[nH]c(C(=O)Nc3ccc4c(c3)OCO4)cc2c1	4%	10%	-1%	-3%	-5%	-1%	28%	-5	·	3%
COC(=O)c1ccc(COC(=O)CNC(=O)C2CCCCC2)cc1	5%	·	1%	·	10%	-5%	0%	7	·	·
COc1ccc(Cl)cc1C(=O)OCC(=O)NCCNC(=O)COC(=O)c1cc(Cl)ccc1OC	-2%	1%	6%	11%	7%	-3%	-14%	-1	·	4%
C/C(=N\NC(=O)c1ccc(Br)cc1)c1cccc(NC(=O)c2cccnc2)c1	-3%	2%	8%	6%	-5%	-7%	0%	-4	-1%	-1%
Cc1cc(NS(C)(=O)=O)c(=O)n(Cc2cccc(F)c2)c1	0%	5%	-1%	11%	7%	-4%	0%	-4	-12%	5%
O=C(Cc1ccccc1)NCCS(=O)c1ccc(Cl)cc1 (configuration not stated)	-2%	7%	-8%	2%	4%	-2%	14%	3	?	2%
O=C(c1cccc([N+](=O)[O-])c1)N1CCN(S(=O)(=O)/C=C/c2ccccc2)CC1	-1%	·	3%	·	-10%	-1%	1%	6	·	1%
COc1ccc(NC2CC(=O)N(c3cccc([N+](=O)[O-])c3)C2=O)cc1 (configuration not stated)	4%	?	1%	8%	-9%	-1%	-14%	2	?	0%
COc1ccc(CCNC(N)=S)cc1OC	6%	-2%	-2%[46.1 µM]	-1%	1%	0%	?	19	13%	0%
COc1ccc(CNC(=O)CCc2cc(OC)c(OC)c(OC)c2)cc1	1%	4%	2%	-1%	-11%	0%	-13%	7	-13%	5%
O=C(COC(=O)c1ccc2ncsc2c1)Nc1cccc(Cl)c1	-1%	·	-4%	·	-2%	-6%	18%	-5	·	19%
CCOC(=O)C1CCN(C(=O)Cn2cc3c(n2)CCC(C)C3)CC1 (configuration not stated)	6%	-8%	2%	1%	-7%	-2%	2%	5	9%	1%
Fc1cc(NCc2ccccc2)nc(NCc2ccccc2)n1	-2%	-27%[11.5 µM]	-1%[46.1 µM]	-9%	18%	1%	23%	32	-17%	·
CN(C)CCNC(=O)c1cc2cc(Br)ccc2oc1=O	-2%	?	·	6%	13%	-9%	8%[7.66 µM]	14	5%	10%
Cc1ccc(-n2nnnc2SCC(=O)NNC(=O)c2ccc([N+](=O)[O-])cc2)cc1	5%	8%	5%	2%	-11%	-3%	-4%	-5	?	-2%
COc1cccc(-c2nnc(SCC(=O)NCc3ccc4c(c3)OCO4)n2Cc2ccco2)c1	0%	-5%	-2%	9%	·	-1%	18%	-3	-3%	2%
CCCCC(=O)NC(=S)Nc1ccccc1N1CCCCC1	-2%	-8%	2%[46.1 µM]	1%	22%	2%	21%	-15	5%	-15%
Cc1cc2occ(CC(=O)N(C)CC(=O)Nc3ccccc3Cl)c2cc1C	-4%	·	1%	·	-6%	0%	-18%	9	·	12%
COc1cccc(OCC(=O)Nc2ccc(OC)c(OC)c2)c1	2%	-7%	6%	-2%	-2%	-3%	3%	-4	0%	-1%
COc1ccc(CCNC(=O)CN2C(=O)NC(CCSC)C2=O)cc1 (configuration not stated)	-1%	-1%	0%	0%	9%	-2%	2%	3	-4%	-4%
CC(=O)Oc1ccc(C2(C)CC(C)(C)Oc3cc(OC(C)=O)ccc32)c(OC(C)=O)c1 (configuration not stated)	?	-2%	-13%	4%	-1%	-1%	18%	-8	0%	-3%
O=C(NCCCn1ccnc1)c1ccc2ccccc2c1	2%	6%	4%	3%	5%	-6%	1%	5	·	-1%
C=CCN1C(=O)/C(=C/C=C2/N(CC)c3ccc(S(=O)(=O)N(C)C)cc3N2CC)SC1=S	-14%	?	-3%	?	2%	39%[activator]	-11%	1	?	-9%
CC1Oc2ccccc2C=C1/C=N/NC(=O)[C@@H](C)NC(=O)OC(C)(C)C (some centres not stated)	172%[activator]	·	-4%	-2%	-7%	-3%	-14%	-11	·	-1%
CCN(CC(=O)Nc1cccc(OC)c1)CC(=O)Nc1ccccc1C	-1%	0%	-6%	4%	4%	-3%	10%	2	8%	8%
CC1=C(C(=O)OC2CCCC2)C(c2coc3ccccc3c2=O)C2=C(CCCC2=O)N1 (configuration not stated)	3%	-12%	0%	1%	-4%	-4%	?	-6	-15%	3%
Cc1ccc(NC(=S)NCCCN2CCOCC2)cc1C	1%	5%	-2%	28%	?	-5%	9%	22	·	-2%
CCOC(=O)c1ccc(-c2c(-c3ccc(OC)cc3)oc(=O)c3cc(OC)c(OC)cc23)cc1F	1%	·	2%	·	-2%	1%	-27%	35	·	2%
CC(=O)Nc1ccc(S(=O)(=O)N2CCN(C(=O)C3COc4ccccc4O3)CC2)cc1 (configuration not stated)	1%	-2%	·	0%	-22%	-2%	14%	-12	·	1%
CC(C)(C)N1C(=O)[C@H]2[C@@H](c3ccc(Br)cc3)N3C(=O)N(c4cccc(F)c4)C(=O)[C@@]3(C)[C@H]2C1=O	0%	·	3%	·	-7%	-3%	4%	-8	·	3%
O=C(NCCCN1CCOCC1)c1ccc2ccccc2c1	4%	·	0%	·	15%	-2%	33%	26	·	5%
CCC1(C)Cc2ccccc2-c2nc[nH]c(=O)c21 (configuration not stated)	9%	33%[activator]	-3%	11%	-5%	1%	-35%	3	-9%	24%
CC(C)c1c(O)nc(SCCC(=O)O)[nH]c1=O	-1%	0%	4%	1%	11%	-1%	-20%[7.66 µM]	-5	5%	1%
O=C(NCc1ccc(F)cc1)Nc1ccc(Cl)cc1	7%	-12%	·	-10%	7%	2%	29%	-5	-13%	14%
C/C(=C\C(=O)c1ccccc1)Nc1ccc2c(c1)OCO2	11%	6%	5%[46.1 µM]	11%	-4%	-1%	14%	-4	-9%	1%
CC1CCC(NS(=O)(=O)c2ccc3c(c2)n(C)c(=O)c(=O)n3C)CC1 (configuration not stated)	-2%	2%	4%	1%	-4%	-9%	-3%	28	5%	0%
CCOC(=O)C1=C(C)N=C2SC(C)C(=O)N2C1c1ccc(OCC)c(OCC)c1 (configuration not stated)	1%	2%	0%	3%	-2%	0%	-13%	4	-12%	-2%
O=C(N/N=C/c1cccn1-c1ccc([N+](=O)[O-])cc1)c1cccnc1	0%	?	-5%	-9%	36%	-9%	-43%	7	·	-2%
CCOc1ccccc1C(=O)NCC(=O)OCC(=O)N1C(C)CCCC1C (configuration not stated)	5%	-13%	2%[46.1 µM]	-3%	7%	-10%	4%	-2	?	-1%
CCOC(=O)NC(N(O)c1cccc(Cl)c1)C(Cl)(Cl)Cl (configuration not stated)	-1%	·	1%	-3%	-1%	-1%	-16%	-8	·	-4%
O=C(COc1ccc2c(-c3ccccc3)cc(=O)oc2c1)Nc1ccc(CN2CCOCC2)cc1	-2%	8%	3%	5%	8%	-6%	30%	-8	3%	9%
Cc1ccc(NC(=O)Nc2cc(C(F)(F)F)c[nH]c2=O)cc1	0%	-2%	5%	4%	-9%	0%	?	-22	45%[activator]	5%
CCSc1nnc(NC(=O)CN2C(=O)C3CC=CCC3C2=O)s1 (configuration not stated)	-3%	-2%	-3%	7%	3%	0%	11%	8	-13%	-6%
CN(C)S(=O)(=O)c1ccc(Cl)c(NC(=O)COC(=O)CCC2CCCCC2)c1	?	·	0%[46.1 µM]	·	3%	-2%	45%	1	·	·
CCOc1ccc(NC(=O)Nc2cc(C)on2)cc1	5%	-5%	2%	-2%	0%	1%	?	-1	5%	-4%
COc1ccc(CN(C(=O)c2cccs2)c2ccccc2)cc1	-11%	7%	0%	0%	2%	-1%	10%	14	?	21%

Screens deposited in PubChem by National Center for Advancing Translational Sciences (NCATS).
